# Screening data from PubChem BioAssay.
# PTAP TSG101 blk – blocks PTAP/TSG101 interaction to inhibit HIV-1 budding; Fluorescence polarization, FITC-PTAP peptide / Tsg101 binding; Potency, µM (series often up to 115 µM), for the others: at the top dose activity change, negative = inhibition, most hits filed as inhibitors; 340,000 tested, under 10 active; active = well fitted inhibition curve with a large enough effect in the main read-out, with a control signal flat, not every such curve was filed as active; inconclusive = small, poorly fitted or top-dose-only effect, or effect the other way, or a change in a side signal; inactive = no such curve, though single readings can be large or run the other way; note: potency is the fitted concentration of half-maximal effect; % of control where 0% means no effect
# Target sequence (Q99816 whole entry, looked up): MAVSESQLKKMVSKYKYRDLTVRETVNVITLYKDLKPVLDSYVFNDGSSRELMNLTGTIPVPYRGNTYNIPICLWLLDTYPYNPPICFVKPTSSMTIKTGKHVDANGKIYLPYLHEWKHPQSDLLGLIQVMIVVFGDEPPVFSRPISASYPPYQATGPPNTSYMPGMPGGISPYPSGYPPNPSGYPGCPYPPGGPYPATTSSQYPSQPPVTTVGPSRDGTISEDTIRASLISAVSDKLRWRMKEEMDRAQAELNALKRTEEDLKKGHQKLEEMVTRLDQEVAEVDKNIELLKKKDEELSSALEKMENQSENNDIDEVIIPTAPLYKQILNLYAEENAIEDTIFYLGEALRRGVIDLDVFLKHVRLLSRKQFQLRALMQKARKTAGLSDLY
#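 FP read-out: FITC-PTAP peptide, 50 nM final, binding Tsg101 binding domain, 10 uM final; 20 min, r.t.; 10 mM HEPES pH 7.5, 0.15 M NaCl, 0.01% Tween 20, 3 mM EDTA, 0.1 mM TCEP.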
# Mito fusion yeast – blocks mitochondrial division or promotes mitochondrial fusion | S. cerevisiae fusion-defective mutant growth rescue, CellTiterGlo 48 h | Potency, µM (top dose mostly 46.1 µM), inactives show at the top dose growth rescue (activation), most hits filed as activators | 0.23% of 320,000 active | AID 485298;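 note: potency is the fitted concentration of half-maximal effect; % of control where 0% means no effect; nearly all actives have a fitted effect of over 45% in size; temperature-sensitive fusion mutants such as fzo1-1 at 37 °C on non-fermentable ethanol glycerol medium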
#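 Read-out: ATP-based luminescence (CellTiterGlo, 10 min ambient) reporting growth of fusion-defective ts yeast after 48 hours at 37C on glycerol/ethanol YPEG medium in the presence of compound.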
# Tb PFK block – blocks T. brucei phosphofructokinase; AID 485367; 0.17% of 330,000 active; T. brucei PFK, ADP-Glo luminescence; Potency, µM (highest dose often 57.5 µM), for inactives: at the highest dose activity, negative = inhibition, most hits filed as inhibitors; O15648;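 note: potency is the fitted concentration of half-maximal effect; 0% = uninhibited 1x PFK enzyme wells and -100% = no-enzyme wells; nearly all actives have a fitted effect of over 60% in size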
#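 Activity is normalized to no-enzyme wells (full inhibition) and 1.25 nM enzyme wells (no inhibition). Reaction: 0.5 mM F6P, 0.1 mM ATP, 45 min RT, ADP-Glo luminescence; concentration-response curves fitted and classed by quality.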
# TSHR antagonist – human thyrotropin receptor antagonism | P16473 | TSHR-expressing cells, TSH-stimulated cAMP HTRF, 2 h; active compounds read low | activity change, negative = inhibition, % at 11.5 µM | 0.2% of 330,000 active;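 active = activity change below a set negative limit, meaning inhibition stronger than a set level, cut at about -70% in these data; inconclusive = activity change between two set negative limits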; note: % is set by controls: 0 for no effect and ±100 for the full control effect
#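 Competitive HTRF cAMP read-out (cryptate anti-cAMP antibody, cAMP-d2; 30 min, room temperature) in freshly harvested TSHR cells. Compounds added before TSH at EC80 (4nM final), followed by 2 hours' incubation at 37 deg C.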
# Eya2 inh – blocks the phosphatase activity of human Eya2. O00167. 0.006% of 330,000 active. recombinant Eya2, OMFP fluorescence dephosphorylation (OMFP is methylfluorescein phosphate). Potency, µM (titrated, usually from 76.9 µM), for the others: at the top dose activity, negative = inhibition, actives largely listed as inhibitors; note: potency is the fitted concentration of half-maximal effect; % is set by controls: 0 for no effect and ±100 for the full control effect
# Target sequence (O00167 whole entry, looked up): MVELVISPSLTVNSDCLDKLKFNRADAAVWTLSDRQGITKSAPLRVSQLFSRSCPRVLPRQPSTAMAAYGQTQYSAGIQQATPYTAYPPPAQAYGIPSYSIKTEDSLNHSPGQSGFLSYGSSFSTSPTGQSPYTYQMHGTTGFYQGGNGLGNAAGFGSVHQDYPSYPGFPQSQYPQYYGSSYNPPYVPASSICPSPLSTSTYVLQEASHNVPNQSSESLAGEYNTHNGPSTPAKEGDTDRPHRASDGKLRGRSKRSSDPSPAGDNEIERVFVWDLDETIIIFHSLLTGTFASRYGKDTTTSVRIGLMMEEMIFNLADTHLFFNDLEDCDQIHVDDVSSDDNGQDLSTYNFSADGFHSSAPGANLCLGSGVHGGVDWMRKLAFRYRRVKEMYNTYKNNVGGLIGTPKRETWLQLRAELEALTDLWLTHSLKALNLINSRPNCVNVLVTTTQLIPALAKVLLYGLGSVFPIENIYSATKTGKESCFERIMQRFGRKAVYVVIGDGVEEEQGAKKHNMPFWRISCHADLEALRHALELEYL
#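 Eya2 (0.2 uM) preincubated 10 min at ambient with compound, then OMFP substrate added at 50 uM; 10 min reaction in 50 mM HEPES pH 7.5, 50 mM NaCl, 5 uM MgCl2, 0.05% BSA, 1 mM DTT. Fluorescence read at Ex 485/Em 525 nm.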
# A-T KAP1 phos – potential ataxia-telangiectasia treatment. […] A-T fibroblasts, KAP-1 phosphorylation AlphaLISA; neocarzinostatin DNA damage 30 min before lysis. Potency, µM (top dose mostly 57.5 µM), for inactives: at the highest dose activation, actives largely listed as activators. 0.19% of 320,000 active; note: potency is the fitted concentration of half-maximal effect; % of control where 0% means no effect; nearly all actives have a fitted effect of over 45% in size
#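 ATM-like activity read as KAP-1 phosphorylation via AlphaLISA donor/acceptor antibody pairs after lysis and 6 hr at 25C. Cells were ATM-null patient fibroblasts ([…], hTERT), dosed 60 min, then exposed to the DSB inducer NCS for 30 min.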
# TCR act – activates T cell receptor signaling. 330,000 tested, under 10 active. AID 504894. primary human leukocytes, anti-CD3, IL-2 HTRF, 48 h. Potency, µM (highest dose often 9.22 µM), for inactives: at the top dose activation of IL-2 secretion, most hits filed as activators; note: % of control where 0% means no effect
#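 Readout: HTRF IL-2, Eu-cryptate/d2 antibody pair, 320nm excitation, 665nm emission. Stimulus: a-CD3 beads, no co-stimulation. Cells: primary human leukocytes. Exposure: 48 hr with compound.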
# ELG1 repair inh – inhibitors of ELG1-dependent DNA repair in HEK293T cells; Potency, µM (titrated, usually from 46.1 µM), for the others: top-dose activity change, negative = inhibition, actives largely listed as inhibitors; AID 504467; HEK293T ELG1-luciferase reporter, luminescence, 16 h; DNA damage induced by 5-fluorouridine; 2.3% of 330,000 active; note: potency is the fitted concentration of half-maximal effect; % is set by controls: 0 for no effect and ±100 for the full control effect; nearly all actives have a fitted effect of over 55% in size
#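 In this reporter screen, reduction of luminescence relative to DMSO vehicle indicated activity. Compounds and 5-fluorouridine were added together to 2,000 cells per well, incubated for 16 hr at 37 °C, then developed with ONE-Glo.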
# a7 integrin act – activates integrin-mediated alleviation for muscular dystrophy | alpha7betagal myoblasts, beta-gal FDG fluorescence, 48 h | Potency, µM (doses to about 38.3 µM), for inactives: at the highest dose activation, hits mostly activators | 0.064% of 350,000 active;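 note: potency is the fitted concentration of half-maximal effect; 100% = response of the positive control SU9516; nearly all actives have a fitted effect of over 60% in size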
#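 Alpha7betagal+/- myoblasts (passage 13) were plated 16-24 hr, then exposed to compounds (1:260 dilution of DMSO stock) for 48 hours at 37C. After MPER lysis, β-galactosidase reporter activity was read as FDG fluorescence (ex 480/em 540) after 30 minutes.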
# Chronic BCR inh – inhibitors of chronic active B-cell receptor signaling. ABC-DLBCL IkBa-CBG/CBR reporter, luminescence ratio, 4 h. Potency, µM (series often up to 46.1 µM), inactives show at the highest dose ratio change, negative = lower green/red ratio, usual class: inhibitors. 0.05% of 340,000 active. AID 493014; active = well fitted inhibition curve with a large enough effect in the signal ratio, with a control signal flat, not every such curve was filed as active; inconclusive = small, poorly fitted or top-dose-only effect, or effect the other way, or a change in a side signal; the % refers to the signal ratio;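 note: potency is the fitted concentration of half-maximal effect; plate controls were basal doxycycline-induced cells for no effect and cells given 10 µM MG132 for full effect; MG132 reads +100%, hits lower the ratio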
#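 Cell line TMD8 (human ABC DLBCL), stably expressing tet-inducible CBG68-IkBa fusion and CBR; IMDM/0.5% FBS; cpd up to 46 uM; dox induction, 4 h, 37C/5% CO2; dual luminescence; green/red ratio; MG132 control.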
# ASM inhibitor – inhibitors of human secretory acid sphingomyelinase; P17405; placental ASM, HMU-PC fluorogenic substrate, 60 min; Potency, µM (doses to about 57.5 µM), without a hit: top-dose activity change, negative = inhibition, hits mostly inhibitors; 0.006% of 340,000 active; note: potency is the fitted concentration of half-maximal effect
#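 Fluorogenic HMU-PC substrate (9 uM final) is turned over by placental ASM in 60 min at 37 C after a 10 min compound preincubation. Reaction ended by alkaline stop (pH 10), with fluorescence read at 386/447 nm.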
# The depositor's hits bear a star; ? = inconclusive; . = not tested or not shown; & = joins results of further samples; [ ] = remark or other dose. Unless noted, calls come from the whole dose curve; as a rule, active = well fitted curve in the direction sought with a large enough effect; inconclusive = small, poorly fitted or top-dose-only effect, or another doubt; inactive = no such curve, though single readings can be large; an effect the other way counts as inactive or inconclusive.
mol	PTAP TSG101 blk	Mito fusion yeast	Tb PFK block	TSHR antagonist	Eya2 inh	A-T KAP1 phos	TCR act	ELG1 repair inh	a7 integrin act	Chronic BCR inh	ASM inhibitor
CCCSc1ccc2nc(-c3ccccc3)cn2c1	0%	16%	-15%	-9	-6%	10%	2%[46.1 µM]	?	28%	?	5%
O=C(CNC(=O)c1ccc2c(c1)OCO2)N/N=C(Br)/C=C/c1ccccc1	-4%	3%	-1%	20	0%	.	-8%[46.1 µM]	?	-24%	?	?
CCCCc1nnc(NC(=O)CCS(=O)(=O)Cc2ccccc2)s1	0%	2%	1%	-11	7%	4%	-2%	-1%	0%	-5%	-1%
CCc1ccc(OCC(=O)N(Cc2cccs2)C2CCS(=O)(=O)C2)cc1 (configuration not stated)	1%	5%	-7%	-11	4%	9%	4%	1%	16%	-14%	0%
CC1CC(C)(C)CC2(C1)NC(=O)N(CC(=O)N(Cc1ccccc1)c1ccccc1)C2=O (configuration not stated)	-6%	3%	1%	3	-12%	8%	.	14%	6%	-10%	-3%
CC(=O)Nc1cccc(-c2csc(N)n2)c1	1%	-1%	-3%	-7	-1%	0%	0%	16%	15%	0%	-3%
CC(=O)Nc1ccc(NC(=O)CSc2ccc(-c3ccco3)nn2)cc1	-1%	-6%	0%	-3	3%	-3%	-4%	-7%	-1%	-2%	3%
CC(C)NC(=O)C1CCN(C2CCN(C(=O)c3ccc4cccc(F)c4n3)CC2)CC1	-3%	-2%	0%	-5	3%	4%	-5%	?	-7%	1%	3%
COc1cc(C(=O)CSc2nncn2C)cc(OC)c1OC	-3%	1%	-7%	5	5%	.	4%	18%	14%	?	2%
Cc1ccccc1NS(=O)(=O)c1cc(C(=O)NCCSC2CCCCC2)ccc1C	4%	4%	-4%	-15	-8%	9%	-3%	?	0%	0%	-11%
CC1CCN(CCCNC(=O)c2ccc3c(Cl)c4c(nc3c2)CCCC4)CC1	-3%	2%	1%	6	4%	0%	-17%	?	-44%[inhibitor]	?	-6%
Cc1ccc2oc(Nc3nc(C)c(C)c(C)n3)nc2c1	1%	-5%	1%	0	16%	2%	-1%	?	3%	?	6%
NC(=O)c1ccc(NC(=O)COC(=O)CCCOc2ccccc2)cc1	1%	0%	0%	4	13%	8%	-3%	1%	21%	-12%	3%
COc1ccc(-n2c3c(cc(C(=O)NC4CCSC4=O)c2=O)C(=O)CC(C)(C)C3)cc1 (configuration not stated)	-4%	-4%	6%	-10	18%	1%	-6%	-4%	10%	0%	2%
COc1cccc(NC(=S)N2CCCC2)c1	0%	-6%	3%	9	1%	3%	2%[46.1 µM]	?	-22%	-3%	2%
Oc1ccc(CNc2ccccc2F)c2cccnc12	-8%	-8%&4%	-2%&-4%	14&-3	-3%&1%	-11%&4%	3%	?	-62%[inhibitor]	?	-2%
CCOc1cccc(-c2c(C(=O)N/N=C/c3ccco3)nnn2-c2nonc2N)c1	-7%	2%	-5%	-5	-6%	-12%	0%	10%	12%	3%	-3%
CCOC(=O)Cc1cnc(NC(=O)CSc2nc(C(C)C)cc(=O)[nH]2)s1	-7%	-4%	0%	3	2%	-7%	0%	-2%	-8%	-8%	0%
O=S(=O)(CCN1CCN(C(c2ccccc2)c2ccccc2)CC1)C(F)(F)F	-2%	-5%	1%	2	-5%	5%	-46%	11%	-53%[inhibitor]	?	1%
COc1cc(NC(=O)CCN2CCOCC2)cc(OC)c1	3%	1%	3%	5	7%	2%	2%	-1%	5%	-1%	0%

# Later entries
mol	PTAP TSG101 blk	Mito fusion yeast	Tb PFK block	TSHR antagonist	Eya2 inh	A-T KAP1 phos	TCR act	ELG1 repair inh	a7 integrin act	Chronic BCR inh	ASM inhibitor
CCOC(=O)c1sc2nccc(N(C)C)c2c1N=CN(C)C	0%	-6%	0%	3	-5%	3%	5%	?	-2%	0%	137%[activator]
COc1cc(NC2c3ncccc3C(=O)N2Cc2ccco2)cc(OC)c1OC (configuration not stated)	0%	16%	-4%	1	4%	-3%	7%	5%	?	7%	5%
COc1ccc(N2C(=O)CCC(C(=O)N(C)CCc3ccccn3)C2c2ccc(OC)c(OC)c2)cc1 (configuration not stated)	0%	0%	4%	4	-6%	1%	-2%	?	0%	2%	0%
CCOC(=O)c1c(C)[nH]c(C(=O)Cn2nnc(-c3ccc(Cl)cc3)n2)c1C	-10%	5%	1%	-11	28%	3%	13%	0%	23%	-5%	-9%
COC(=O)c1ccc(C(=O)OC)c(NC(=O)CCc2ccc(C)o2)c1	-4%	4%	19%	2	-11%	0%	4%	?	-17%	?	25%
CCN(C(=O)Cc1ccc(Br)cc1)C1CCCCC1	-2%	14%	.	.	.	.	0%	.	-2%	.	0%
COC(=O)c1c(C)[nH]c(/C=N/Nc2ccccc2)c1C	-3%	2%	-1%	-7	9%	-1%	-1%	?	1%	6%	7%
O=C(CNC(=O)c1cccs1)NCC(=O)OCC(=O)c1ccccc1	-2%	3%	0%	2	7%	-8%	0%	-1%	-23%	?	1%
O=C(CN(Cc1ccc(F)cc1)S(=O)(=O)c1ccccc1)N1CCCCC1	-2%	4%	-3%	-3	2%	8%	-5%	-12%	-6%	1%	3%
COC(=O)c1ccc(S(=O)(=O)N(Cc2ccccc2)Cc2ccccc2)n1C	0%	4%	0%	29	-3%	28%	-9%	?	-28%	-19%	-4%
Cc1ccc(C(O)CN2C3=NCCCN3c3ccccc32)cc1 (configuration not stated)	-3%	0%	4%	-2	-13%	-7%	6%[46.1 µM]	-7%	6%	-15%	0%
Cc1ccc(C(=O)NC(C)(COc2nonc2C)COc2nonc2C)cc1	-2%	1%	-7%	-5	-6%	6%	3%	-3%	11%	13%	-2%
C=CCNC(=S)N1CCC(C(N)=O)CC1	0%	?	2%	9	-2%	-3%	.	14%	6%	1%	0%
Cn1c(CCNC(=O)c2ccccc2Cl)n[nH]c1=S	-1%	0%	0%	10	5%	2%	-4%	2%	20%	3%	9%
CN(C)c1nc(N)nc(CSc2nnnn2-c2cccc3ccccc23)n1	0%	4%	0%	-7	-1%	7%	-3%	?	-8%[7.66 µM]	-9%	-4%
CNc1nc(Nc2ccc([N+](=O)[O-])cc2)nc(OCC(F)(F)F)n1	-1%	-6%	3%	-6	18%	-1%	9%	3%	24%	1%	0%
CC(=O)c1nnn(-c2c(F)cccc2F)c1C	0%	1%	1%	-6	?	4%	-7%	?	-32%	?	3%
CCN(CC)c1ccc(C=NCCc2ccc(S(N)(=O)=O)cc2)cc1	-2%	5%	-1%	-3	-6%	-2%	11%	3%	12%	1%	-2%
COc1cc2ccccc2cc1C(=O)N(CCN(C)C)c1nc2ccc(Br)cc2s1	-4%	-49%[inhibitor]	3%	5	-2%	-4%	4%	-12%	-46%[inhibitor]	3%	-12%
O=C(N/N=C/c1ccc(OC(F)F)cc1)C1=COCCO1	1%	5%	11%	12	?	14%	-6%	?	-3%	?	-2%

# (further entries)
mol	PTAP TSG101 blk	Mito fusion yeast	Tb PFK block	TSHR antagonist	Eya2 inh	A-T KAP1 phos	TCR act	ELG1 repair inh	a7 integrin act	Chronic BCR inh	ASM inhibitor
CC(Oc1ccccc1)C(=O)NC1=NCCS1 (configuration not stated)	2%	17%	-1%	-1	-6%	1%	2%	?	-24%	0%	-3%
O=C(Oc1cccc(OC(=O)c2ccco2)c1)c1ccco1	-6%	-5%	2%	2	4%	5%	-1%	2%	0%	3%	2%
CCCNC(=S)NC1CC2CCCC(C1)N2CC(C)C (configuration not stated)	-5%	5%	-10%	19	-9%	4%	0%	0%	8%	6%	2%
O=C(NC1CC1)c1ccc2snnc2c1	-9%	0%	0%	12	-4%	1%	-6%	-2%	0%	1%	6%
O=C(CSc1ccccc1)NNC(=O)c1ccccc1O	-2%	7%	-1%	-10	-11%	5%	7%	?	-42%	?	3%
COc1cc(/C=N/Nc2nc(C)cc(=O)[nH]2)ccc1O	0%	-2%	9%	-4	-16%	7%	-5%	33%	?	3%	21%
